# Bioassay records: PubChem BioAssay, several laboratories
# PKA-R2B activ = activates the human PKA-R2B holoenzyme complex; 0.079% of 340,000 active; PKA-R2B holoenzyme dissociation, Cy5-IP20 fluorescence polarization; R2B truncated from residue 108, S112A mutant; 0% DMSO only, 100% 113 µM cGMP; activation, % at 11.4 µM;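 active means activation above a cutoff set at the mean over all compounds plus 3 SD, cut at about 18% in these data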;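 further: higher means more holoenzyme dissociation and a rise in polarization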
# Target sequence (P31323 whole entry, looked up, other chains not shown, the tested form may be a part): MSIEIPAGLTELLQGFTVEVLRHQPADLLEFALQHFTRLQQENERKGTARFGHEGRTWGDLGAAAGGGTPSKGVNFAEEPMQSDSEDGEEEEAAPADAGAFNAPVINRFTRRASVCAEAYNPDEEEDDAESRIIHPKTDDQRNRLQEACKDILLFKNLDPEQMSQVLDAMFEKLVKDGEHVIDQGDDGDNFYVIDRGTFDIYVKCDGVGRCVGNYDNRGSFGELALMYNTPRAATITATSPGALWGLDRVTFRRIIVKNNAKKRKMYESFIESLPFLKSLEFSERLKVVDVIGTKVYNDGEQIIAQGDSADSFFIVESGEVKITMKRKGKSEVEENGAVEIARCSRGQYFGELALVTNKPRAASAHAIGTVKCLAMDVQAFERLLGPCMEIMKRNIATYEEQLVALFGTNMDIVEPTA
# SR-BI DiI inh = blocks mouse SR-BI lipid uptake from DiI-HDL; Q61009; ldlA[mSR-BI] CHO cells, DiI-HDL uptake fluorescence, 3 h; AID 488896; 0.96% of 320,000 active; inhibition, % at 12.5 µM;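 active means mean replicate inhibition of at least 70% and a set share of replicates each scoring 70 or more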;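 further: 0% = median of neutral control wells and 100% = median of positive control wells; values of inactives mirror those of a sister screen read the other way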
# Arrestin-AP2 inh = human beta-arrestin and AP2 interaction inhibition. FITC-arrestin peptide / GST-AP2 beads, flow cytometry; AP2 beta2 appendage carries R879A mutation. inhibition, % at 10 µM. 0.31% of 340,000 active;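 active means inhibition above a set limit, near 3 SD of compounds lacking own fluorescence, cut at about 54% in these data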;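 further: plate controls were DMSO wells for no effect and 5 µM unlabelled arrestin peptide for full effect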
#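 Material – AP2 appendage R879A on GSH beads · Buffer or medium – PBS with 0.05% Tween 20 and 0.1% BSA · Probe or stimulus – fluorescein-tagged arrestin peptide at 50 nM final · Incubation – compound with beads 12 min RT, then probe 1 h RT · Detection – high-throughput flow cytometry of beads, ex 488, em 535 nm · Evaluation – percent response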
# Keap1-Nrf2 PPI = Keap1-Nrf2 (human) interaction inhibition | 0.15% of 340,000 active | Keap1 Kelch-Nrf2 peptide fluorescence polarization, 1536-well | inhibition, % at 9.4 µM | AID 504523; in the data active means inhibition above about 12%;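 further: human Keap1 Kelch domain with fluorescein labeled Nrf2 9mer peptide probe; 0% = neutral control wells and 100% = peptide positive control; higher means more block of Keap1 binding to Nrf2 peptide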
# Target sequence (Q14145 whole entry, looked up, the tested form may be a part): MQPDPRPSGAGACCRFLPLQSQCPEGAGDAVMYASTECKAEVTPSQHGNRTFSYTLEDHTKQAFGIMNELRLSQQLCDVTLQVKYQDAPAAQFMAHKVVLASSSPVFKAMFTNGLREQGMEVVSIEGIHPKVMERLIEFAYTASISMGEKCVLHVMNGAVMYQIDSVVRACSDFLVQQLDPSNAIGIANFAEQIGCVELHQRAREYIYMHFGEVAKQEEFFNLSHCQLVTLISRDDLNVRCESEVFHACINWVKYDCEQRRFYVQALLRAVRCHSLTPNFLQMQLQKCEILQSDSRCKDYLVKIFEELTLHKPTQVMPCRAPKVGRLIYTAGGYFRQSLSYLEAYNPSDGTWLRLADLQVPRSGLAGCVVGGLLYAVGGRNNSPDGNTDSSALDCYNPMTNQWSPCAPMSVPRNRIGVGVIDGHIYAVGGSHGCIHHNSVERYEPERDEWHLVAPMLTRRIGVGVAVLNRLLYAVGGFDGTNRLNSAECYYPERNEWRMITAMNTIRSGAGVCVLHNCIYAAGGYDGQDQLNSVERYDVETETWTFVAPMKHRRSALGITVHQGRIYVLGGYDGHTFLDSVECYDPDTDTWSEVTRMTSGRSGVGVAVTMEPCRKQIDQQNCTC
# DAGLB inhibitor = diacylglycerol lipase beta (human) inhibition; 0.059% of 340,000 active; inhibition, % at 5.17 µM; HEK293T DAGLB membrane lysate, EnzChek fluorogenic substrate; Q8NCG7; in the data active means inhibition above about 34%;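 further: 0% = enzyme with vehicle and 100% = wells lacking enzyme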
# NSD2 HMT inh = NSD2 (human) methyltransferase inhibition. 0.54% of 310,000 active. NSD2 peptide methylation, AlphaScreen, 120 min. inhibition, % at 12.5 µM. O96028; in the data active means inhibition above about 50%
# SR-BI uptake up = SR-BI HDL lipid transfer activation; CHO ldlA[mSR-BI] cells, DiI-HDL uptake fluorescence, 3 h; 100 = double the neutral-control signal; activation, % at 12.5 µM; 0.096% of 320,000 active;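 active means mean replicate activation of at least 60% and every replicate at or above 60%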;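 further: 0% = median plate neutral-control signal and 100% = twice that signal; values of inactives mirror those of a sister screen read the other way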
#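 System: LDL receptor-deficient CHO ldlA cells overexpressing murine SR-BI | Timing: 3 h uptake period with compound, 37 °C | Medium: HEPES-buffered (25 mM, pH 7.4) F12 plus 0.5% BSA | Dosing: Single-point compound dose | Signal: Bottom-read fluorescence, 550/595 nm | Read-out: Retained DiI signal reflecting DiI-HDL uptake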
# C-LANA FP = inhibitors of KSHV LANA C-terminal domain DNA binding; MBP-C-LANA/FAM-LBS DNA binding, fluorescence polarization; inhibition, % at 9 µM; 0.078% of 340,000 active; AID 504423;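 active means highest replicate inhibition at or above 60% at 9 µM, even if other replicates fall short; inactive means all replicates below 60% inhibition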;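 further: 0% = neutral control wells and 100% = 4 µM acridine orange control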
# PvdQ acylase = blocks Pseudomonas aeruginosa PvdQ acylase activity; inhibition, % at 10 µM; 0.063% of 340,000 active; purified PvdQ acylase, fluorescence plate reader; in the data active means inhibition above about 30%, passing the limit was not always enough;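 further: 0% = vehicle neutral wells and 100% = reference inhibitor wells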
# RTF Ca sens inh = cardiac RTF calcium desensitization | IANBD-labeled cardiac RTF, Ca2+ fluorescence | inhibition, % at 7.15 µM | 0.12% of 340,000 active | AID 493244;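 active means inhibition above the mean inhibition of all tested compounds plus 3 SD, cut at about 17% in these data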;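 further: assay run at fixed EC70 calcium of 1.6 mM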
# * = called active by the depositor; . = not tested or not shown.
SMILES,PKA-R2B activ,SR-BI DiI inh,Arrestin-AP2 inh,Keap1-Nrf2 PPI,DAGLB inhibitor,NSD2 HMT inh,SR-BI uptake up,C-LANA FP,PvdQ acylase,RTF Ca sens inh
CCOC(=O)C1=C(N)N2C(=O)C(C)SC2=C(C(=O)OCC)C1c1ccc(O)cc1 (stereo not drawn),-12.1,-6.2,18.6,-0.9,0.9,-1.3,6.2,-3.4,12.9,-1.2
Cc1cc(C(=O)CN2C(=O)NC3(CCC(C)CC3)C2=O)c(C)n1C (stereo not drawn),4.5,4.2,-20.6,-0.9,-0.6,-4.1,-4.2,0.3,-8.2,-5.0
Cc1ccc(C(=O)NC(=S)Nc2ccccc2C)cc1,2.6,54.7,22.2,-4.4,-21.4,1.0,-54.7,0.0,-6.0,-7.7
Fc1cccc(-c2n[nH]c(=S)n2-c2ccccc2)c1,-7.0,-18.4,-11.7,3.1,-2.5,8.6,18.4,0.7,-4.7,-2.5
COc1ccccc1-c1noc2ncnc(Nc3cccc(C)c3C)c12,-9.3,-4.9,-8.2,-3.6,-2.6,.,4.9,-0.8,-2.3,-18.6
Cn1ccsc1=NC(=O)c1ccc(S(=O)(=O)C(F)F)cc1,2.0,-12.3,2.5,1.6,-1.1,-6.7,12.3,-1.9,-6.9,-7.1
CCC(=O)Nc1ccc(C(=O)Nc2c[nH]c(=O)[nH]c2=O)cc1,0.0,-1.9,5.7,-3.4,-4.4,-4.5,1.9,-0.9,-12.4,-12.1
O=C(NCc1ccco1)C(c1ccccc1)N(C(=O)Cc1cccs1)c1ccccc1 (stereo not drawn),-6.0,-2.4,9.1,0.6,-4.5,-1.2,2.4,-1.4,0.6,-9.6
COc1cc(/C=N/NC(=O)CSc2n[nH]c(=O)[nH]c2=O)cc(OC)c1O,-6.2,-14.7,0.9,-4.4,1.3,-0.7,14.7,-1.6,-1.1,3.0
COc1ccc(C)cc1S(=O)(=O)Nc1ccccc1C,0.8,-3.6,-8.1,3.4,-1.8,69.2*,3.6,-1.3,-1.8,4.6
Cc1ccc(C(=O)N(CN2CCCC2=O)c2ccc(F)cc2)cc1,2.0,-8.8,-1.4,4.0,-1.9,0.0,8.8,-0.7,-7.9,-2.4
O=C(NCc1nnc(SCC(=O)N2CCCCCC2)o1)c1ccccc1F,-3.5,-2.2,-4.1,-0.9,-3.4,0.8,2.2,-1.1,-16.6,-2.8
COc1cc(CCC(O)CC(=O)CCc2ccccc2)ccc1O (stereo not drawn),-5.0,-3.7,6.6,-1.4,1.1,.,3.7,-0.2,-2.6,0.8
O=C(Nc1cccc(Cl)c1)c1cnn2cccnc12,2.0,27.6,-4.8,-0.1,0.2,16.7,-27.6,0.1,-6.1,-12.0
CCOC(=O)c1cccnc1NC(=O)c1ccccc1,-6.9,4.2,-3.0,-4.9,2.3,-0.8,-4.2,-0.2,0.0,-1.7
Cc1cc(NC(=S)NC(=O)C2CC2)ccc1Br,-1.5,-9.8,-6.6,-0.5,-4.0,0.5,9.8,2.9,10.2,-2.6
CCCc1ccc(C(=O)[C@@H]2[C@@H](C(C)=O)N3c4ccc(F)cc4C=C[C@@H]3[C@@]23C(=O)Nc2ccccc23)cc1,-3.0,0.2,7.1,-7.4,3.5,.,-0.2,0.2,-16.7,3.0
CC(=O)Nc1ccc(S(=O)(=O)Nc2nc(-c3ccc(C(C)(C)C)cc3)cs2)cc1,-1.3,-6.8,13.2,-4.1,7.4,6.4,6.8,6.6,-6.2,-4.7
O=C(NC12CC3CC(CC(C3)C1)C2)c1cncc(Br)c1,-8.7,-26.0,12.6,-0.8,-2.8,-0.7,26.0,1.3,-5.9,8.6
CC(C)(C)n1ncc2c(=O)n(Cc3ccc(Cl)cc3)cnc21,-1.2,24.3,-6.4,2.6,-10.1,0.1,-24.3,-1.0,-3.6,-3.7
CSc1cccc(NC(=O)CCCn2c(=O)c3cccn3c3cccnc32)c1,5.3,23.4,-4.2,4.9,1.0,-4.4,-23.4,-1.8,-7.7,-1.7
Cc1ccc(S(=O)(=O)NCC2CCC(C(=O)NCc3cccnc3)CC2)cc1 (stereo not drawn),-15.0,-2.5,2.4,2.4,-0.8,-8.0,2.5,-1.0,-8.7,7.6
CCCC(=O)Nc1ccccc1NC(=O)CN(C)S(=O)(=O)c1ccccc1,-15.7,-2.2,-6.3,-3.3,-3.2,-1.8,2.2,0.5,-9.9,-6.7
O=C(c1ccccc1)N1CCCN(c2nccc(C(F)(F)F)n2)CC1,-3.4,10.6,-8.7,-4.5,-7.0,0.7,-10.6,-1.1,-4.7,3.7
Cc1c(OCC(=O)NC(Cc2ccc(Cl)cc2)C(=O)O)ccc2c(-c3ccccc3)cc(=O)oc12 (stereo not drawn),-0.8,10.5,14.2,-0.5,1.1,.,-10.5,-0.7,-7.8,-6.7
Cc1nc(-c2ccccc2)nc2n[nH]c(N)c12,0.7,-8.8,40.4,-2.0,-5.1,-3.5,8.8,1.2,-5.2,-1.1
Cc1sc2ncnc(SCC(=O)N3CCCC(C(F)(F)F)C3)c2c1C (stereo not drawn),-7.4,-12.7,41.5,-3.6,4.6,-0.5,12.7,3.2,-7.8,-12.1
O=C(c1oc2ccccc2c1N1CCCCC1)N1CCCCC1,-1.9,78.2*,-4.4,-1.2,0.5,.,-78.2,0.4,0.9,-3.5
CN(C(=O)c1cnc2n(c1=O)CCS2)C1CCCCC1,9.4,-15.4,-6.8,-7.1,-2.1,.,15.4,-0.4,11.3,-0.2
Cn1c(NNC(=O)c2ccccc2F)cc(=O)n(C)c1=O,-1.9,.,-3.4,-10.8,-1.8,-0.6,.,1.5,-12.8,-6.2

# 2 compounds drawn at random from those above, as already listed:
SMILES,PKA-R2B activ,SR-BI DiI inh,Arrestin-AP2 inh,Keap1-Nrf2 PPI,DAGLB inhibitor,NSD2 HMT inh,SR-BI uptake up,C-LANA FP,PvdQ acylase,RTF Ca sens inh
Cn1c(NNC(=O)c2ccccc2F)cc(=O)n(C)c1=O,-1.9,.,-3.4,-10.8,-1.8,-0.6,.,1.5,-12.8,-6.2
CSc1cccc(NC(=O)CCCn2c(=O)c3cccn3c3cccnc32)c1,5.3,23.4,-4.2,4.9,1.0,-4.4,-23.4,-1.8,-7.7,-1.7

# Next records
SMILES,PKA-R2B activ,SR-BI DiI inh,Arrestin-AP2 inh,Keap1-Nrf2 PPI,DAGLB inhibitor,NSD2 HMT inh,SR-BI uptake up,C-LANA FP,PvdQ acylase,RTF Ca sens inh
CCc1nc(SCC(=O)c2ccc(Cl)s2)c2oc3ccccc3c2n1,-6.6,14.7,24.7,-3.6,-21.4,-3.7,-14.7,-2.2,7.3,-0.2
O=C(NCc1ccccc1OC(F)(F)F)C1CCC(=O)N(C2CC2)C1 (stereo not drawn),12.1,-7.7,-0.8,-1.2,1.1,-0.2,7.7,-1.1,-6.1,6.9
COc1ccc(OC)c(NC(=O)CSCC(=O)O)c1,4.3,-9.2,-0.8,5.0,2.2,-4.3,9.2,1.1,-12.7,1.0
O=C(Nc1nccs1)c1ccc(-c2ccc(F)c(Cl)c2)o1,6.6,11.2,-0.9,3.0,-6.5,-0.8,-11.2,0.7,-2.7,5.5
C=CCOc1ccc(/C=N/NC(=O)CC(=O)NC2CCCCC2)cc1,-3.0,9.9,15.5,-0.9,0.7,-4.3,-9.9,0.3,-6.0,-9.9
CCOc1ccc(Cn2nnc(C(=O)Nc3cc(OC)cc(OC)c3)c2N)cc1,-9.0,49.1,1.9,-2.3,-4.5,.,-49.1,0.3,-17.5,-6.7
Cc1nn(-c2cccc(Cl)c2)c(Cl)c1/C=N/NC(=O)c1cccs1,4.2,26.9,9.0,-0.4,-2.2,1.5,-26.9,2.4,-16.4,-6.2
CCOC(=O)Cn1nc(C)n(-c2ccc(F)cc2)c1=O,-3.1,-22.7,-0.1,-2.4,6.9,-3.0,22.7,2.4,-16.9,-5.1
CCO[C@H]1OC(C(=O)N2CCOCC2)=C[C@@H](c2ccc3c(c2)OCO3)[C@@H]1CCCO,0.0,5.5,10.8,-7.4,0.8,.,-5.5,-3.4,-7.7,-6.9
O=C(CSCc1ccccc1)Nc1ccc(S(=O)(=O)N2CCOCC2)cc1,-1.4,.,-6.3,0.3,-3.7,-1.0,.,-0.1,-11.9,0.4
CS(=O)(=O)c1ccc2nc(NC(=O)Nc3cccc(Cl)c3)sc2c1,9.8,20.3,8.6,0.7,3.9,2.7,-20.3,-0.2,-5.9,-10.3
Cc1cc(NC(=O)Cc2cccs2)no1,11.7,-0.2,15.4,0.9,2.6,17.3,0.2,1.6,3.1,-0.3
Cc1ccn2cc(C(=O)Nc3cccc(C(=O)NC4CC4)c3)nc2c1,-1.2,46.6,36.7,1.5,0.1,-2.2,-46.6,2.9,12.5,-11.4
CC(C)(C)NC(=O)c1ccccc1NC(=O)C1CC(=O)N(C2CCCCC2)C1 (stereo not drawn),-0.7,.,5.9,0.2,-2.1,0.5,.,-1.1,-15.5,-5.1
Cn1c(=O)c2c(nc(NCc3ccco3)n2C)n(C)c1=O,2.3,-11.4,4.5,-2.4,1.0,-2.5,11.4,1.3,-10.0,-12.0
CC(C)(C)OC(=O)COc1cc(OCC(=O)OC(C)(C)C)c2c(=O)cc(-c3ccccc3)oc2c1,-10.3,7.6,27.7,-3.2,-6.0,-3.4,3.6,-0.3,12.8,-3.5
Cc1ccccc1C1c2[nH]c3ccccc3c2C[C@H]2C(=O)N(C3CC3)CC(=O)N12 (stereo partly drawn),-3.2,-2.5,-4.8,-1.1,3.5,3.2,2.5,-0.3,2.1,-2.4
COc1cc(NC(=O)CCNC(=O)Cn2ccc3ccccc3c2=O)cc(OC)c1OC,7.2,5.7,2.0,-0.9,0.7,.,-5.7,0.0,-15.3,-3.8
O=C(CSc1ncn[nH]1)Nc1ccccc1Sc1ccc(Cl)cc1,-21.9,-10.2,4.0,0.3,-3.1,-2.4,10.2,6.6,-28.3,0.2
CCOc1cc(C(=O)OCc2cc(=O)n3c(C)csc3n2)ccc1OC,-4.2,77.8*,2.7,-1.5,-2.9,-0.9,-77.8,0.8,-15.0,-0.2
O=C(Nc1ccc2c(c1)OCCO2)c1cc(-n2cnnc2)ccc1Cl,-3.7,22.0,5.3,2.4,0.8,-0.7,-22.0,0.2,8.9,-12.9
Cc1ccc(C(OC(=O)c2ccco2)C(=O)NC(C)(C)C)cc1 (stereo not drawn),-0.2,-24.6,28.6,-5.9,-1.0,-0.9,24.6,-3.8,-7.3,-1.9
Cc1cccc(NC(=O)c2cc(NC(=O)C3CCCCC3C(=O)O)ccc2N2CCOCC2)c1 (stereo not drawn),-7.4,16.2,31.7,2.5,-0.3,-3.8,-16.2,-1.1,3.2,0.6
COc1ccc(CCC(=O)NCCOc2ccc(Cl)cc2)cc1,1.3,-30.1,4.0,-3.7,-2.3,-2.1,30.1,-1.3,-14.4,-5.5

# Random draw from the library. About 2.1% of those tested had a hit in this group.
